# Assay outcomes from PubChem BioAssay.
# ZTA counter: ZTA (EBV) inhibition in EBNA-1 counter-screen | P03206 | 320,000 compounds, 0.15% hits | ZTA-DNA binding, fluorescence polarization | inhibition, % at 11 µM; in the data active means inhibition above about 33%
# MCL1-BIM inh: disrupts human MCL1 binding to BIM-BH3 peptide | 320,000 compounds, 0.68% hits | inhibition, % at 10.9 µM | GST-MCL1 / FITC-Bim-BH3 fluorescence polarization;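 active means inhibition above the mean inhibition of all tested compounds plus 3 SD, set per campaign, cut at about 40% in these data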;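 further: 0% = DMSO wells and 100% = unlabeled Bim-BH3 peptide control; higher means more loss of mP so more displacement of Bim peptide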
# MEX-5 binding: C. elegans MEX-5 TCR-2 RNA binding activity | Q9XUB2 | MEX-5/FITC-TCR2 RNA binding, fluorescence polarization; active compounds read low | activity score (negative = inhibition of binding), % at 10 µM | 300,000 compounds, 0.38% hits;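 active means inhibition past about -25% in most replicates, and total fluorescence under double the plate's negative control median, limit read from the data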;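 further: 0% = DMSO and -100% = 5 µM competing unlabeled TCR2 RNA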
# Target sequence (Q9XUB2 whole entry, looked up): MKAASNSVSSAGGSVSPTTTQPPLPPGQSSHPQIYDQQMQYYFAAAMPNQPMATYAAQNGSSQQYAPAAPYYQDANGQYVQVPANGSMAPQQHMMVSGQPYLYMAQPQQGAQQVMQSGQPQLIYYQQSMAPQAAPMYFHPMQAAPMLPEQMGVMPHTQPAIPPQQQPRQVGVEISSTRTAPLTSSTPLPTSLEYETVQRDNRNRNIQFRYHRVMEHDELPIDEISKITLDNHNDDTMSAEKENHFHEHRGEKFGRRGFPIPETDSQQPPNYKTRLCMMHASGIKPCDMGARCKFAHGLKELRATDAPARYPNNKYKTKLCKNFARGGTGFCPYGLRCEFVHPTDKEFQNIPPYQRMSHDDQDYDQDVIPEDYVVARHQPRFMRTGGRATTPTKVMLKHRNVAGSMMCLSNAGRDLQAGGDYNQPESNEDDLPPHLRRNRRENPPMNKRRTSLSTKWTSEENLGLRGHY
# Fam108B counter: counter-screen for RBBP9 inhibitors: inhibitors of mouse Fam108B | recombinant Fam108B, FP-Rh probe fluorescence polarization | inhibition, % at 9.51 µM | 300,000 compounds, 0.33% hits | AID 1947;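 active means inhibition above the screen mean inhibition plus 3 SD, computed separately per campaign, cut at about 18% in these data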;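 further: inhibitors lower polarization as less probe binds the enzyme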
# GLD-1 RNA inh: GLD-1-TGE RNA interaction inhibition (C. elegans); AID 2280; Q17339; inhibition, % at 5.96 µM; purified GLD-1 + fluorescein TGE RNA, fluorescence polarization; 320,000 compounds, 0.44% hits;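 active means percent inhibition above a per-plate cutoff, the plate mean of test compounds plus 3 SD, cut at about 30% in these data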;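 further: 0% = DMSO wells with GLD-1 and probe and 100% = wells lacking GLD-1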
# Target sequence (Q17339 whole entry, looked up): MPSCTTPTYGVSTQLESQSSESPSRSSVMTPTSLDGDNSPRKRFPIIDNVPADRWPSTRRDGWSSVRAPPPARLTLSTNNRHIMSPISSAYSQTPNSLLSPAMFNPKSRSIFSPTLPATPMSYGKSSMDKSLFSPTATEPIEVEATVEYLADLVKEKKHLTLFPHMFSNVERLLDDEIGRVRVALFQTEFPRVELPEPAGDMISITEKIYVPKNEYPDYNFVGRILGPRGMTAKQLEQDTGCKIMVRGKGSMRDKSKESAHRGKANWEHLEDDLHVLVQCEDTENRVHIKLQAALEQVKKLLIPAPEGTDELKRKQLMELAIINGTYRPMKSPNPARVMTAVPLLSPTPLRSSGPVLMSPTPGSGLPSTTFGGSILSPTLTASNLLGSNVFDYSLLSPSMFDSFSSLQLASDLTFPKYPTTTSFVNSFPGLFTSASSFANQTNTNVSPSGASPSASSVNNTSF
# Efflux pump mplx: blocks antifungal efflux pumps in multiplex yeast assay; S. cerevisiae Candida pump triplex, Nile Red efflux; inhibition, % at 10 µM; 330,000 compounds, 0.44% hits; AID 485275;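 active means plate passing quality check with inhibition over a set limit, or well fluorescence over plate mean plus 4 SD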;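 further: Nile Red retained in pooled yeast measured as flow cytometry median fluorescence; 0% = buffer negative control and 100% = Enniatin B positive control; higher means more Nile Red kept so more efflux inhibition; some compounds called inactive have numbers as strong as hits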
# EBNA-1 inh: blocks EBNA-1 binding to DNA; EBNA-1 DNA binding, fluorescence polarization; inhibition, % at 14.8 µM; 300,000 compounds, 0.34% hits; AID 1950; in the data active means inhibition above about 28%
# CR mimetic SO: lowers age-related superoxide in aged yeast cells | S. cerevisiae aged cells, superoxide DHE fluorescence; active compounds read low | superoxide response (% of plate mean), % at 10 µM | 330,000 compounds, 0.18% hits;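 active means superoxide response under a set limit, about three screen SD below normal, cut at about 65% in these data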;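 further: yeast aged for seven days with compound at 30 °C before DHE staining; 100% = average MFI of all compound-treated wells on the plate with controls excluded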
# BCLXL inh: inhibitors of human Bcl-xL; GST-Bcl-xL / FITC-Bim BH3 peptide fluorescence polarization; Q07817; inhibition, % at 10.9 µM; 320,000 compounds, 0.7% hits;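 active means inhibition above the mean of all tested compounds plus 3 SD, cutoff set per campaign, cut at about 30% in these data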;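 further: 0% = DMSO wells and 100% = unlabeled Bim-BH3 peptide competitor; inhibitors lower millipolarization by displacing the labeled peptide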
# Starred values were filed as active, the others as inactive; x = no result given. Outcome played no part in choosing rows. About 2.3% of those tested had a hit in this group.
SMILES,ZTA counter,MCL1-BIM inh,MEX-5 binding,Fam108B counter,GLD-1 RNA inh,Efflux pump mplx,EBNA-1 inh,CR mimetic SO,BCLXL inh
CNC(=O)c1c(NC(=O)C2=COCCO2)sc2c1CCC(C)C2 (centres undefined),12,-5,0.0,2,7,-0.1,6,108,3
Cn1c(=N)n(CC(O)c2ccco2)c2ccccc21 (centres undefined),3,16,-2.1,-1,0,0.0,6,117,17
COc1cccc(NC(=O)Nc2ccc3c(c2)nnn3C)c1,-1,2,x,5,-6,-0.1,-5,96,3
COC(=O)Cn1c(=NC(=O)CSCC(=O)Nc2cc(C)on2)sc2ccccc21,-23,3,1.6,4,-4,0.1,1,95,-1
O=C(CNC(=S)N(CCCN1CCOCC1)Cc1cccs1)N1CCCCCC1,-7,2,x,-4,-7,0.7,-10,107,-1
CCN(CC)S(=O)(=O)c1ccc(C)c(NC(=O)CSc2nc3ccc(C)cc3[nH]2)c1,-2,0,-0.6,-1,0,-0.2,7,103,-6
NC(=O)c1cc2ccccc2o/c1=N\NC(=O)c1ccccc1O,-6,5,-10,8,7,0.0,-8,99,-2
O=C(COC(=O)c1cc(F)cc(F)c1)NCCCc1ccccc1,-4,2,-1.6,-1,-1,0.1,1,124,0
N/C(=N\OC(=O)c1ccco1)c1ccccc1,14,2,0.4,-2,7,0.0,0,108,-1
Cc1ccc(/C=C/C(=O)OC(C)C(=O)NC2CCCCC2C)o1 (centres undefined),0,-5,-0.5,4,9,0.0,-2,108,-1
CN(C)S(=O)(=O)c1cccc(NC(=O)c2ccc3nccnc3c2)c1,10,1,-0.2,1,4,0.0,4,84,3
CC(=O)N1CCc2cc(S(=O)(=O)CCC(=O)N3CCc4ccccc4C3)ccc21,-8,4,-0.6,4,-8,0.2,-6,106,0
CCCCNC(=O)CCC(=O)Nc1ccc2nc(N3CCN(C)CC3)cc(C)c2c1,0,10,-1.8,1,-4,-0.1,5,107,9
O=C(Nc1nnc(Cc2ccc(Cl)cc2)s1)C1CCCO1 (centres undefined),14,7,0.4,2,-1,-0.1,-8,101,8
c1ccc(CCSc2ncnc3nc[nH]c23)cc1,6,-3,0.1,2,4,-0.1,-1,89,-4
COc1cc(O)c(C(CCN2CCCC2)c2ccc3c(c2)OCO3)c(OC)c1 (centres undefined),2,3,1.2,3,2,0.0,0,91,6
COCCCN1C(=O)C(O)=C(C(C)=O)C1c1ccccn1 (centres undefined),-1,-1,-2.1,0,-4,0.0,-2,85,6
O=C(Nc1ccon1)c1ccc(N2CCCCC2)c([N+](=O)[O-])c1,13,11,0.5,1,0,0.0,-4,114,6
O=C(Nc1cccc2ccccc12)N1CCN(c2ccccc2)CC1,2,6,x,-2,3,0.1,3,109,7
O=C(Nc1ccc(Br)cc1)C1CC=CCC1C(=O)OCC1CCCO1 (centres undefined),6,0,-0.5,-1,10,0.2,-5,92,-3

# Part of the list above in order of molar mass, smallest number first:
SMILES,ZTA counter,MCL1-BIM inh,MEX-5 binding,Fam108B counter,GLD-1 RNA inh,Efflux pump mplx,EBNA-1 inh,CR mimetic SO,BCLXL inh
c1ccc(CCSc2ncnc3nc[nH]c23)cc1,6,-3,0.1,2,4,-0.1,-1,89,-4
O=C(Nc1ccon1)c1ccc(N2CCCCC2)c([N+](=O)[O-])c1,13,11,0.5,1,0,0.0,-4,114,6
O=C(Nc1cccc2ccccc12)N1CCN(c2ccccc2)CC1,2,6,x,-2,3,0.1,3,109,7
CN(C)S(=O)(=O)c1cccc(NC(=O)c2ccc3nccnc3c2)c1,10,1,-0.2,1,4,0.0,4,84,3
O=C(Nc1ccc(Br)cc1)C1CC=CCC1C(=O)OCC1CCCO1 (centres undefined),6,0,-0.5,-1,10,0.2,-5,92,-3
CC(=O)N1CCc2cc(S(=O)(=O)CCC(=O)N3CCc4ccccc4C3)ccc21,-8,4,-0.6,4,-8,0.2,-6,106,0

# Continuation:
SMILES,ZTA counter,MCL1-BIM inh,MEX-5 binding,Fam108B counter,GLD-1 RNA inh,Efflux pump mplx,EBNA-1 inh,CR mimetic SO,BCLXL inh
O=C(Cn1cc(C(F)(F)F)ccc1=O)N1CCN(S(=O)(=O)c2ccccc2)CC1,-19,-4,3.3,-4,6,-0.1,-10,105,-5
CCOC(=O)c1ccc(/[N+]([O-])=C/c2ccccc2)cc1,0,10,x,x,1,-0.1,x,73,1
COc1ccc(C(=O)NC2CCCCC2)cc1S(=O)(=O)N1CCCC1,3,-4,2.1,2,-6,0.1,-12,90,-1
CCOc1ccc2c(c1)C(c1ccc(C)cc1)=NNC(c1ccc(OC)cc1)=N2,-6,1,-6.1,4,4,0.1,-10,123,1
CCN(CC(=O)Nc1ccccc1Br)Cc1nc2ccccc2c(=O)[nH]1,-12,5,-3.9,2,3,0.0,11,109,4
CCC(Oc1ccccc1)C(=O)Nc1nnc(S(=O)(=O)N2CCCCC2)s1 (centres undefined),-1,0,0.0,-1,-6,0.7,-8,106,2
CCOC(=O)N1CCN(S(=O)(=O)c2ccc(OC)c(Cl)c2Cl)CC1,-11,-3,0.5,-4,-3,0.0,0,102,4
CCCOC(=O)C1C2C=CC(C2)C1C(=O)OCC(=O)c1ccccc1 (centres undefined),-15,7,-0.4,5,7,0.0,-3,98,3
CCOC(=O)C1CCCN(S(=O)(=O)c2c(C)[nH]c(C)c2C(=O)N2CCCC2)C1 (centres undefined),7,0,0.9,2,3,0.1,-1,104,2
COc1ccc(N(C(=O)c2snc(C(N)=O)c2N)C(C(=O)NC2CCCC2)c2cccs2)c(OC)c1 (centres undefined),-5,7,-0.4,2,7,0.1,-1,100,9
O=C(CN1C(=O)NC2(CCCCC2)C1=O)N1CCc2ccccc2C1,7,1,0.8,-4,1,0.3,-6,111,1
COc1ccccc1NC(=O)COc1ccccc1,-1,-6,1.8,-2,2,0.0,-3,111,4
C=CCNc1nc(-c2ccccc2)nc(-n2ccnc2)n1,2,12,-0.9,-3,9,0.1,2,94,4
CCOC(=O)c1ccc(NC(=S)NC2CCCC2)cc1,-17,20,0.6,3,0,-0.3,-7,95,9
Cc1ccc(C(=O)N2CCC(C)CC2)cc1S(=O)(=O)N1CCCCC1,4,5,-1.7,0,4,0.7,-1,92,7
CC(=O)NC(CCS(C)(=O)=O)C(=O)Nc1cccc(Cl)c1Cl (centres undefined),-1,1,-0.6,-2,7,0.0,4,83,-3
Fc1ccccc1N1CCN(C2CCN(Cc3c[nH]c4ccccc34)CC2)CC1,9,5,1.2,-2,1,-0.1,6,111,9
C(=C\c1ccccc1)/CSc1ccccn1,1,-1,-6.7,-3,-7,-0.1,-1,99,1
O=C1C=C(c2ccccc2)CC(/C=C/c2ccccc2)C1 (centres undefined),5,1,-1.1,1,7,0.1,-2,97,-1
COc1ccc(-c2nc(C(N)=O)c3[nH]c(=O)n(-c4cccc(C)c4)c3n2)c(OC)c1,13,-2,0.8,1,-4,-0.1,0,102,1
Cc1ccc(-c2nc3cccnc3s2)cc1NS(C)(=O)=O,-17,2,-13,2,-4,-0.4,-14,90,7
O=C(C1=C(O)C(=O)N(CCN2CCOCC2)C1c1cccs1)c1cc2ccccc2o1 (centres undefined),10,-85,-0.5,2,-19,0.0,7,104,-29
COCCNC(=O)C(c1ccncc1)N(C(=O)Cn1nnc2ccccc21)c1ccc(OC)cc1 (centres undefined),-14,-1,1.6,2,0,0.0,3,104,2
O=c1oc(-c2cccs2)nc2sc3c(c12)CCCCC3,1,-1,-4.7,4,11,-0.1,-1,102,6
CCOc1ccc(C(=O)COC(=O)c2c(-c3ccccc3)noc2C)cc1,7,-21,0.6,4,1,0.0,2,92,-8
CN(CC(=O)NCc1ccncc1)S(=O)(=O)c1ccc(F)cc1,-20,2,2.3,-1,1,-0.2,2,111,1
COC(=O)c1cccc(C23CC4(C2)[C@H](CN(Cc2cccnc2)[C@@H]4c2ccccc2)C3c2ccc(Cl)nc2)c1 (some centres undefined),2,4,1.7,-6,4,-0.1,5,94,-2
CC(=NCCc1ccccc1)C1=C(O)C(c2ccccc2)OC1=O (centres undefined),-11,2,4.5,4,0,0.0,-6,52*,12
Cc1ccc(C(=O)CSc2nc(C)cc(=O)[nH]2)cc1,-1,16,0.2,5,1,0.0,-5,111,-2
Cc1ccc(S(=O)(=O)c2nc(S(C)(=O)=O)sc2N2CC(C)OC(C)C2)cc1 (centres undefined),-9,-8,1.1,-2,5,0.1,2,114,1
CC(c1nnc(Sc2nnnn2-c2ccccc2)n1-c1ccc(F)cc1)N(C)C (centres undefined),4,8,-0.4,-1,2,-0.2,3,102,5
O=C(CC1CS(=O)(=O)CC1CC(=O)Oc1ccccc1F)Oc1ccccc1F (centres undefined),-4,-2,1.2,10,-5,0.0,-14,96,2
CN(C)S(=O)(=O)c1ccc(-c2csc(-c3cccnc3)n2)cc1,2,3,0.4,2,0,-0.1,4,101,0
O=c1c2cc(Cl)ccc2[nH]c(=S)n1Cc1ccccn1,-8,1,-9.2,-6,10,0.1,-7,105,6
CC(O)c1nc2ccccc2n1C/C=C/c1ccccc1 (centres undefined),-18,0,0.3,1,0,-0.1,2,94,4
COc1ccc(S(=O)(=O)N2CCCN(C)CC2)cc1,5,5,1.4,-2,-1,-0.2,5,84,8
CSc1ccccc1OCc1cc(C(=O)N(C)Cc2ccc3nsnc3c2)no1,-9,0,0.1,-2,-1,0.1,-3,103,0
Cc1sc2ncnc(OCC(=O)N3CCN(S(=O)(=O)c4ccccc4)CC3)c2c1C,14,6,1.0,-2,6,-0.1,6,93,6
CCOC(=O)c1cc(-c2ccccc2C)nn1Cc1cc(C)no1,-19,3,x,0,2,-0.2,-7,109,2
COc1ccc(-c2cc(C(F)(F)F)c(C#N)c(SCC(=O)O)n2)cc1OC,4,-1,-2.5,0,-2,0.0,-4,101,-1
O=S(=O)(NCCc1csc(-c2cccnc2)n1)c1cc(F)ccc1F,-5,-3,1.1,-3,0,-0.1,-8,110,-4
O=[N+]([O-])c1cccc(-c2ccc(CN3CCCCC3)o2)c1,-10,-5,0.9,-3,2,0.0,1,114,-1
CCOCC(=O)N1CCC(Cc2ccccc2)CC1,-10,0,1.1,3,5,-0.1,-2,94,6
CCCCC[C@H]1CN(Cc2ccccc2)C(=O)[C@@H]1CC(=O)NCc1ccc(OC)cc1,-15,4,-1.6,2,-7,0.1,17,97,10
